Screens as filed in PubChem BioAssay.
AI-2 QS modul: Vibrio harveyi AI-2 quorum sensing modulators, primary screen, JMH597 strain, luminescence/OD600 ratio. Vibrio harveyi JMH597 AI-2 luminescence/OD600 ratio, 9 h; stronger effect = lower value; strain lacks LuxN and CqsS sensors; 0 = neutral-control median. activity change, % at 7.5 µM. hit rate 0.4% among 300,000; in the data active means activity change below about -75%, passing the limit was not always enough;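 further: luminescence divided by OD600 gain over 9 h not by final OD600 alone; inactives centre near 13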
PolyA inh: polyadenylation inhibitors in yeast reporter cells, primary screen, luminescence, S. cerevisiae | S. cerevisiae SKY197-pL101 polyadenylation reporter, beta-gal luminescence; efflux-impaired pdr1/pdr3 knockout yeast; score 100 = 6 SD above DMSO | hit rate 0.02% among 300,000 | calls only at 12 µM;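 active means lowest replicate activity score at least 50, where 100 means six control SD above control mean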;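 further: yeast exposed to compound for 9 h at 30 °C; higher score means more reporter readthrough which indicates perturbed polyadenylation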
Dyrk1A ADPGlo: rat Dyrk1A kinase inhibitors, primary screen, biochemical, single point, plate reader | inhibition, % at 12.5 µM | Dual specificity tyrosine-phosphorylation-regulated kinase 1A (Rattus norvegicus), Q63470 | hit rate 0.43% among 310,000 | AID 504441, 2011 | ADP-Glo luminescence, NFATc1 peptide; in the data active means inhibition above about 50%;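 further: plate controls were vehicle with enzyme for no effect and no enzyme for full effect; many of its hits are not listed in these tables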
HSF1 activator: HSF-1 activators, primary screen, NIH3T3-HGL cells, MG132 stress, luminescence, single point; hit rate 1.7% among 300,000; NIH3T3-HGL HSF-1 luciferase reporter, 8 h; 100% = twice DMSO control signal; activation, % at 9 µM; AID 504408, 2011;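 active means mean replicate activation of at least 50% with a set share of replicates each reaching 50%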;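 further: 0% = median of the neutral control wells and 100% = twice that signal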
GSK3B inh: human GSK3beta kinase inhibitors, primary screen, biochemical, cell-free homogeneous, HTS. Glycogen synthase kinase-3 beta (Homo sapiens), P49841. GST-GSK3beta kinase, ADP-Glo luminescence, 60 min; stronger effect = lower value. activity score (negative = inhibition), % at 10 µM. hit rate 0.038% among 300,000;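 active means more than half of replicate wells score below -50%, meaning over 50% inhibition versus plate controls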;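 further: 0% = median DMSO wells and -100% = median GW8510 positive control wells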
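Assay system: GST-fused GSK3beta enzyme, cell-free / Medium: Tris pH 7.5 buffer with MgCl2, DTT, BSA, heparin / Also added: peptide substrate plus 25 µM ATP (final) / Compound: 10 µM single point / Timing: kinase reaction with compound 60 min at room temperature / Detection: ADP-Glo luminescence / Benchmarks: DMSO neutral wells and GW8510 at 20 µM as positive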
GSK3A inh: blockers of GSK3A enzyme activity – biochemical, luminescence, cell-free homogeneous, HTS, primary screen | Glycogen synthase kinase-3 alpha (Homo sapiens), P49840 | GSK-3 alpha kinase, ADP-Glo luminescence, 60 min | inhibition, % at 10 µM | hit rate 0.1% among 320,000 | AID 2650, 2010;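 in the data active means inhibition above about 50%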;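 further: GST-tagged GSK-3 alpha with peptide substrate and 25 µM ATP; 0% = DMSO neutral wells and 100% = GW8510 positive control wells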
Target sequence (P49840 whole entry, looked up): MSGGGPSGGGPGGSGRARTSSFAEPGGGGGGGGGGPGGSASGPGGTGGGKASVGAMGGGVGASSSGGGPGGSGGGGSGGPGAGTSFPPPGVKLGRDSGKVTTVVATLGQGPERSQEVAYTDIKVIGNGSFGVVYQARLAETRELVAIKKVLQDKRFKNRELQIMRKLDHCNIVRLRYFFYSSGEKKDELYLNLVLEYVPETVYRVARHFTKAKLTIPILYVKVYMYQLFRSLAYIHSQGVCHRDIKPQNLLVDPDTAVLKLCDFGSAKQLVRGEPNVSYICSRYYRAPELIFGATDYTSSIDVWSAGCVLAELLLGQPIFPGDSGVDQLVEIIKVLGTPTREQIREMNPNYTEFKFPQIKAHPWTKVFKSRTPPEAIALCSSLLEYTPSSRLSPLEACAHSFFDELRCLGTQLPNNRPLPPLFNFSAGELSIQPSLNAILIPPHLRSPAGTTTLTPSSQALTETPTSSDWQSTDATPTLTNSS
HDAC3 inhib: HDAC3 deacetylase inhibitors, primary screen, biochemical, fluorescence, cell-free homogeneous | Histone deacetylase 3 (Homo sapiens), O15379 | recombinant HDAC3, fluorogenic peptide/trypsin coupled | inhibition, % at 8.3 µM | hit rate 0.15% among 320,000; in the data active means inhibition above about 26%, passing the limit was not always enough
HSF1 inh: HSF1 inhibitors in luciferase reporter cells, primary screen, cell-based, NIH3T3, luminescence; NIH3T3-HGL HSE-luciferase, MG132-induced, luminescence 8 h; stronger effect = lower value; activity change, negative = inhibition, % at 7.5 µM (by protocol); hit rate 0.77% among 300,000; AID 2098, 2009;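 active means more than half of replicate wells show activity change below -50%, luminescence cut by over half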;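 further: luciferase reports HSF-1 transcriptional activity via heat shock element; 0% = median of DMSO wells and -100% = zero luminescence signal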
Platelet DG rel: inhibitors of platelet dense granule secretion, primary screen, cell-based, MLPCN, human platelets. human platelet-rich plasma, SFLLRN dense granule ATP release, luminescence. inhibition, %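 (compounds screened at 7.5 µM in platelet-rich plasma)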. hit rate 0.22% among 300,000;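 active means mean replicate score, as percent of positive control, at or above 50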
HSP90 refold inh: HSP90 inhibitors, primary screen, cell lysate, luminescence | Heat shock protein HSP 90 (rabbit reticulocyte lysate; luciferase refolding) | Rabbit reticulocyte lysate, luciferase refolding luminescence, 3 h | inhibition, % at 5.6 µM | hit rate 0.91% among 290,000 | AID 1789, 2009;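 active means inhibition above the screen-wide mean plus 3 SD, computed separately per campaign, cut at about 16% in these data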;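 further: 0% = DMSO wells and 100% = 60 µM geldanamycin wells; inhibitors lower the luminescence because luciferase stays unfolded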
* = called active by the depositor; i = inactive; nt = not tested or not shown.

Assay codes – A = AI-2 QS modul; B = PolyA inh; C = Dyrk1A ADPGlo; D = HSF1 activator; E = GSK3B inh; F = GSK3A inh; G = HDAC3 inhib; H = HSF1 inh; I = Platelet DG rel; J = HSP90 refold inh
1) Cc1cc(C)cc(-n2ncc3c2CCCC3NC(=O)c2cc(C)oc2C)c1 (centres undefined)
  A: 10	B: i	C: 2	D: 17	E: 1	F: -2	G: 2	H: 8	I: 2	J: 2

2) O=C(NC(=S)Nc1ccc2oc(-c3cccnc3)nc2c1)c1cccc(Cl)c1
  A: 11	B: i	C: 11	D: -9	E: 1	F: nt	G: 4	H: 2	I: -2	J: -4

3) O=C(COc1ccc(Cl)cc1Cl)Nc1ccc(CN2CCCCC2)cc1
  A: 21	B: i	C: 0	D: 14	E: 4	F: 2	G: 1	H: -2	I: 0	J: 1

4) Cc1cccc2sc(N(CCCN(C)C)C(=O)COc3ccc(Cl)cc3)nc12
  A: -22	B: i	C: -5	D: -11	E: -13	F: nt	G: 4	H: 3	I: -2	J: 3

5) Cc1nc(Nc2cccc(Cl)c2)c2oc3ccccc3c2n1
  A: 4	B: i	C: -2	D: -9	E: -2	F: -1	G: -2	H: 7	I: 1	J: -2

6) Cc1cc(N2CCN(C)CC2)nc2ccc(NC(=S)N3CCCCCC3)cc12
  A: 2	B: i	C: 5	D: 8	E: 1	F: 1	G: -4	H: -9	I: 10	J: -1

7) N#C/C(=C/c1ccccc1[N+](=O)[O-])c1nc(C2CC2)cs1
  A: 4	B: i	C: 12	D: 101*	E: 1	F: 0	G: 4	H: 44	I: -4	J: 1

8) COCCCN1CN(S(=O)(=O)c2ccc(Cl)cc2)c2nc3ccccc3nc21
  A: 33	B: i	C: 9	D: 39	E: 4	F: 2	G: -11	H: 15	I: -1	J: 2

9) Cc1cc(C)nc(NC2=NCCN2C(=S)Nc2ccc(C)c(C)c2)n1
  A: 2	B: i	C: nt	D: 1	E: 2	F: 0	G: -2	H: -4	I: 2	J: -2

10) COCCNC(=O)CSc1cc(=O)n(C)c2cc(Cl)ccc12
  A: 17	B: i	C: 4	D: 1	E: 0	F: 0	G: -3	H: -1	I: -4	J: -4

11) Cc1ccc(CNC(=O)CCS(=O)(=O)c2ccc3c(c2)NC(=O)C(C)S3)cc1 (centres undefined)
  A: nt	B: i	C: -1	D: -11	E: 0	F: -2	G: -5	H: -2	I: 10	J: -2

12) CC(C)(C)NCC(O)(c1ccc(Cl)cc1)c1ccc(Cl)cc1
  A: 16	B: i	C: 2	D: 19	E: -4	F: -3	G: 7	H: -8	I: -2	J: -1

13) CCN(CC)S(=O)(=O)c1ccc(NCCc2ccccn2)nc1
  A: 27	B: i	C: -6	D: -12	E: 2	F: -1	G: -1	H: 1	I: -1	J: 0

14) CN(Cc1ccco1)C(=O)C1CCCN(c2ncnc3c2nc2n3CCCCC2)C1 (centres undefined)
  A: -8	B: i	C: 1	D: -1	E: 4	F: -1	G: 0	H: -4	I: 1	J: 2

15) CCOc1c(Br)cc(/C=C2\N=C(C)OC2=O)cc1Br
  A: 24	B: i	C: 3	D: -4	E: 1	F: -5	G: 0	H: -4	I: -2	J: 2

16) COc1ccc(-c2noc(=O)n2Cc2ccc(C#N)cc2)cc1
  A: 2	B: i	C: -4	D: 21	E: 0	F: 0	G: -9	H: 13	I: 9	J: -3

17) CCOC(=O)C1Nc2c(F)cc(C)cc2C2c3ccccc3CC12 (centres undefined)
  A: 21	B: i	C: 1	D: 7	E: 0	F: -1	G: -1	H: 0	I: -13	J: nt

18) CCN1CCCC1CNC(=O)C(=O)Nc1cccc(OC)c1 (centres undefined)
  A: 11	B: i	C: 0	D: 19	E: 1	F: -1	G: 5	H: 3	I: -2	J: 3

19) CC1CCC2(CC1)NC(=S)N(C(C)(C)C)N2 (centres undefined)
  A: 4	B: i	C: nt	D: 3	E: 0	F: -2	G: 17	H: -4	I: 15	J: 13

20) CCn1c(C)nc2cc(C(N)=O)ccc21
  A: 8	B: i	C: -2	D: -1	E: -1	F: -1	G: -1	H: 0	I: -7	J: 9

21) Cc1ccccc1Cn1ccc(NC(=O)c2cnn3c2NC(c2ccccc2)CC3C(F)(F)F)n1 (centres undefined)
  A: 27	B: i	C: 2	D: 21	E: 0	F: -3	G: -5	H: 9	I: -8	J: 7

22) CCOc1ccc(C2C(C(=O)Nc3ccccc3)=C(C)N=c3s/c(=C/c4cccc(OCC(=O)O)c4)c(=O)n32)cc1 (centres undefined)
  A: 6	B: i	C: 1	D: -12	E: 1	F: -1	G: 19	H: -3	I: -1	J: 2

23) O=C(NCc1ccccn1)C(=O)NCC1OCCCN1S(=O)(=O)c1ccc(F)cc1 (centres undefined)
  A: 25	B: i	C: 1	D: -8	E: -2	F: 0	G: 0	H: -3	I: -5	J: -4

Quoted from above: entries 9–18
Assay codes – A = AI-2 QS modul; B = PolyA inh; C = Dyrk1A ADPGlo; D = HSF1 activator; E = GSK3B inh; F = GSK3A inh; G = HDAC3 inhib; H = HSF1 inh; I = Platelet DG rel; J = HSP90 refold inh
9) Cc1cc(C)nc(NC2=NCCN2C(=S)Nc2ccc(C)c(C)c2)n1
  A: 2	B: i	C: nt	D: 1	E: 2	F: 0	G: -2	H: -4	I: 2	J: -2

10) COCCNC(=O)CSc1cc(=O)n(C)c2cc(Cl)ccc12
  A: 17	B: i	C: 4	D: 1	E: 0	F: 0	G: -3	H: -1	I: -4	J: -4

11) Cc1ccc(CNC(=O)CCS(=O)(=O)c2ccc3c(c2)NC(=O)C(C)S3)cc1 (centres undefined)
  A: nt	B: i	C: -1	D: -11	E: 0	F: -2	G: -5	H: -2	I: 10	J: -2

12) CC(C)(C)NCC(O)(c1ccc(Cl)cc1)c1ccc(Cl)cc1
  A: 16	B: i	C: 2	D: 19	E: -4	F: -3	G: 7	H: -8	I: -2	J: -1

13) CCN(CC)S(=O)(=O)c1ccc(NCCc2ccccn2)nc1
  A: 27	B: i	C: -6	D: -12	E: 2	F: -1	G: -1	H: 1	I: -1	J: 0

14) CN(Cc1ccco1)C(=O)C1CCCN(c2ncnc3c2nc2n3CCCCC2)C1 (centres undefined)
  A: -8	B: i	C: 1	D: -1	E: 4	F: -1	G: 0	H: -4	I: 1	J: 2

15) CCOc1c(Br)cc(/C=C2\N=C(C)OC2=O)cc1Br
  A: 24	B: i	C: 3	D: -4	E: 1	F: -5	G: 0	H: -4	I: -2	J: 2

16) COc1ccc(-c2noc(=O)n2Cc2ccc(C#N)cc2)cc1
  A: 2	B: i	C: -4	D: 21	E: 0	F: 0	G: -9	H: 13	I: 9	J: -3

17) CCOC(=O)C1Nc2c(F)cc(C)cc2C2c3ccccc3CC12 (centres undefined)
  A: 21	B: i	C: 1	D: 7	E: 0	F: -1	G: -1	H: 0	I: -13	J: nt

18) CCN1CCCC1CNC(=O)C(=O)Nc1cccc(OC)c1 (centres undefined)
  A: 11	B: i	C: 0	D: 19	E: 1	F: -1	G: 5	H: 3	I: -2	J: 3

These rows are one share of the data; rates above refer to the full screens.
